Assay outcomes deposited in PubChem by several laboratories.
PPARg SRC1 recr = promotes SRC-1 coactivator recruitment by human PPARgamma. P37231. PPARgamma-SRC-1 coactivator recruitment biochemical assay. activation, % at 8 µM. 200,000 tested, 0.41% active. AID 631; in the data active = activation above about 19%;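 also: 0% = DMSO and 100% = reference agonist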
Target sequence (P37231 whole entry, looked up): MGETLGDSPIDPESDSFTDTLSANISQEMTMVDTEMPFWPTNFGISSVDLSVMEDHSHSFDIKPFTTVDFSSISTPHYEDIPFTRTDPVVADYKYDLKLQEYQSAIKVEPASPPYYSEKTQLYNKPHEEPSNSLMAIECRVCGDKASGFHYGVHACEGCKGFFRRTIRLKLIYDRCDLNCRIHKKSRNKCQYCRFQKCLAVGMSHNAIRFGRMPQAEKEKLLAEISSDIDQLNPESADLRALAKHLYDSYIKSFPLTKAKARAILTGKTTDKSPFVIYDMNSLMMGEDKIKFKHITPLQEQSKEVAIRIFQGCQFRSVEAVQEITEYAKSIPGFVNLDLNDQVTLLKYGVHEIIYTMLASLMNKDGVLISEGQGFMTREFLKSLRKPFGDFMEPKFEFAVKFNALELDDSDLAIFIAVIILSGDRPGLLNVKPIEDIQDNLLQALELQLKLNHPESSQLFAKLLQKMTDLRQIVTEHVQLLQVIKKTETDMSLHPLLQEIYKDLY
PPARg SRC3 recr = promotes SRC-3 coactivator recruitment by human PPARgamma | P37231 | biochemical PPARgamma/SRC-3 coactivator recruitment assay | activation, % at 8 µM | 200,000 tested, 0.26% active | AID 731; in the data active = activation above about 23%;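 also: 0% = DMSO and 100% = reference agonist; some compounds past the cut are filed as inactive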
PMI act hi M6P = increases human PMI activity with near-saturating mannose 6-phosphate; P34949; coupled PMI enzyme assay, resazurin fluorescence, 20 min; active compounds read high; 1 = untreated enzyme, 0 = substrate-free blank; activation factor at 20 µM; 190,000 tested, 0.34% active; AID 1216;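 active = activation factor of 2 or more at 20 µM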
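Material: human phosphomannose isomerase with PGI, G6PDH, diaphorase coupling enzymes / Reagent: Man-6-P substrate 1.0 mM / Dosing: single compound dose of 20 µM, 1% DMSO final / Incubation: enzyme reaction with compound 20 min at room temperature / Signal: resorufin fluorescence (Ex 544/Em 590 nm) from resazurin via diaphorase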
PMI act = increases human mannose-6-phosphate isomerase activity. purified human PMI, coupled resazurin fluorescence, 20 min; active compounds read high; 1 = vehicle control, 0 substrate-free wells. P34949. activation factor at 20 µM. 190,000 tested, 0.005% active;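 active = activation factor of 2 or more at 20 µM, relative to plate controls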
Diaph inh CS = diaphorase inhibition or chemical oxidation counter-screen | diaphorase resazurin-to-resorufin fluorescence, NADH, 16 min; bacterial (C. kluyveri) enzyme, not human | inhibition, % at 20 µM | 190,000 tested, 0.69% active | AID 1217;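 active = primary screen inhibition at 20 µM above a set limit, cut at about 50% in these data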;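 also: plate controls were DMSO with full reaction for no effect and wells lacking NADH for full effect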
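Assay system: diaphorase enzyme from Clostridium kluyveri; Input: enzyme working solution with 0.14 U/mL diaphorase; Timing: 16 min at room temperature; Technique: resorufin fluorescence, excitation 544 nm, emission 590 nm; Benchmarks: positive control minus NADH, DMSO neutral control.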
SRC2 TRFRET art = counter-screen for PPARgamma SRC-2 recruitment agonists: TR-FRET artefact; active compounds read high; TR-FRET ratio at 8 µM; 200,000 tested, 0.4% active; in the data active = TR-FRET ratio above about 2000; also: inactives centre near 1500
ROMK primary = modulates human ROMK potassium channel activity; P48048; Tet-inducible ROMK, thallium flux fluorescence; actives lie on both sides; B-score at 10 µM; 130,000 tested, 2% active; AID 1918;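 active = signal ratio slope over the read window, or its plate-corrected B-score, at least 3 SD from the plate mean, either direction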;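 also: B-score of the F/F0 ratio slope over 7 to 12 s after thallium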
Target sequence (P48048 whole entry, looked up): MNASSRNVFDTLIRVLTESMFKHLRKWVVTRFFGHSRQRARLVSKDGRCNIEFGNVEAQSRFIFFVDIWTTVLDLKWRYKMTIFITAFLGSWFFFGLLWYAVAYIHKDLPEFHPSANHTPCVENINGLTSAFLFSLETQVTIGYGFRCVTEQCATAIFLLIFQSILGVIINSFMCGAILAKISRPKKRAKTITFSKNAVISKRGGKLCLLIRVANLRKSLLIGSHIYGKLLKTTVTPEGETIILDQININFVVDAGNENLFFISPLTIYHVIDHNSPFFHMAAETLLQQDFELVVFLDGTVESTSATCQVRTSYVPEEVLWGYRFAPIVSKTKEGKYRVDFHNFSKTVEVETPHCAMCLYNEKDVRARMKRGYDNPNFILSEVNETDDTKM
S1P3 antag = blocks the human S1P3 receptor. inhibition, % at 4.98 µM. CHO S1P3 NFAT-BLA reporter, FRET fluorescence, antagonist mode. 170,000 tested, 0.27% active;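 active = inhibition above the plate cutoff, the mean inhibition of test wells on that plate plus 3 SD, cut at about 28% in these data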;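 also: cells challenged with S1P at its EC80 of 0.8 µM; blue over green emission ratio from cleaved BLA substrate after 4 h stimulation; 0% = S1P-stimulated wells and 100% = unstimulated DMSO-only wells; some compounds past the cut are filed as inactive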
Diaphorase act = activates diaphorase or chemically reduces, flagging diaphorase assay artifacts; Diaphorase/resazurin coupled assay, resorufin fluorescence, 16 min; active compounds read high; 1 = vehicle wells, 0 = NADH-free wells; activation factor at 20 µM; 190,000 tested, 0.005% active;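 active = diaphorase activity raised at least twofold by the compound at 20 µM; inactive = activation factor below 2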
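Assay system: bacterial diaphorase enzyme (C. kluyveri) / Input: enzyme 0.07 U/mL final / Medium: 50 mM HEPES pH 7.4 with 4.542 mM MgCl2, 0.005% Tween 20 / Doses: single compound dose of 20 µM, 1% DMSO final / Incubation: 16 min enzyme reaction, ambient temperature / Signal: fluorescence, excitation 544 nm and emission 590 nm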
PPARg SRC2 recr = PPARgamma-driven SRC-2 recruitment agonism. P37231. activation, % at 8 µM. AID 1032. 200,000 tested, 0.34% active. PPARgamma LBD-SRC-2 recruitment, biochemical; in the data active = activation above about 22%;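 also: 0% = vehicle and 100% = reference agonist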
G6PDH counter = counter-screen for G6PDH assay hits: L. mesenteroides G6PDH inhibition | 200,000 tested, 0.12% active | Purified L. mesenteroides G6PDH, diaphorase/resazurin coupled fluorescence, 45 min | inhibition, % at 5 µM | AID 1020; in the data active = inhibition above about 50%
Active calls of the source: *; nt = not tested or not shown.

mol	PMI act hi M6P	G6PDH counter	PPARg SRC1 recr	PMI act	ROMK primary	SRC2 TRFRET art	Diaphorase act	S1P3 antag	PPARg SRC2 recr	Diaph inh CS	PPARg SRC3 recr
CCCNC(=O)NC(=O)CSc1nncs1	1	10	0	1.1	-0.96	1447	1.1	-7	8	-11	0
Cc1ccc(C(=O)COC(=O)c2c(C)cc(=O)oc2C)cc1[N+](=O)[O-]	0.4	8	11	0.6	nt	1637	0.6	-9	4	44	3
CC12CCC(C(=O)NC3CCCC3)(CC1=O)C2(C)C (stereo not given)	0.9	0	6	0.9	nt	1491	0.9	-6	11	13	10
CC(=O)Nc1cccc(NC(=S)Nc2cccc(Cl)c2Cl)c1	0.9	9	8	0.9	-1.2	1530	0.9	0	2	14	6
COC(=O)c1cc2c(s1)-c1ccccc1OC2	1	8	nt	1.1	nt	nt	0.9	-6	nt	5	nt
Cc1cc(C)n(-c2ccc(C(=O)Nc3ccc4c(c3)OCCO4)cc2)n1	0.9	-17	3	0.9	nt	1656	0.9	-25	12	5	5
COc1ccc(OC)c(-c2csc3nnc(SCC(=O)Nc4ccc(NC(C)=O)cc4)n23)c1	0.8	0	-6	0.9	nt	1468	0.7	-21	-1	26	-6
COc1ccc(OCCC(=O)OCC(=O)NC(=O)NC(C)C)cc1	1.1	0	-2	1.1	1.8	1566	1.1	nt	-6	-11	-5
CCN(CC)c1cnn(C/C(=N\OC)c2ccc(Cl)cc2)c(=O)c1Br	0.9	16	10	0.8	nt	1599	0.8	nt	8	19	8
Cc1ccc(Cn2nc(C)c(NC(=O)C3(C)CC3(Br)Br)c2C)cc1 (stereo not given)	1	3	-1	0.9	nt	1445	0.9	nt	-3	9	-3
O=C(Oc1ccc(-c2ccccc2)cc1)C1C2CCCCC21 (stereo not given)	0.9	7	4	0.8	0.7	1575	0.9	-22	4	11	9
O=C(/C=C/c1ccccc1)NC(=S)NNC(=O)c1cccnc1	1	6	-13	1	nt	1416	0.2	nt	-2	81*	10
COc1ccc(-c2[nH]ncc2N=Nc2ccccc2)cc1	0.9	0	0	0.8	1.4	1403	0.7	-5	0	28	-2
COc1ccccc1C(=O)Nc1nnn(C)n1	1	4	-3	1	0.75	1661	0.9	nt	-12	12	-9
CCCn1nnc(NC(=O)c2ccc(Br)o2)n1	1	1	7	1	-0.16	1581	0.9	nt	9	12	6
C=C(C)Cn1c(SCCN2CCOCC2)nc2c1c(=O)[nH]c(=O)n2C	0.9	4	2	0.9	-0.32	1568	0.9	nt	9	6	-1
COc1ccc(CN2CC(C(=O)NCCC(C)C)CC2=O)cc1 (stereo not given)	1	2	0	1	0.11	1588	0.8	-8	2	16	-1
O=C(N/C(=C/c1ccco1)C(=O)N1CCCC1)c1cccs1	1	5	-7	1	nt	1466	1	nt	-4	-2	-3
O=C(NC1CCCCC1)C1CCN(c2cnccn2)CC1	1.1	6	-1	1.1	nt	1631	1	-32	4	5	7
CN(c1cccc(NS(=O)(=O)c2ccccc2)c1)S(C)(=O)=O	0.9	13	5	0.9	-0.16	1576	0.8	-10	-1	17	-1
Cn1c(=O)n(-c2ccc(Cl)cc2)c(=O)c2c3c(sc21)COC(C)(C)C3	0.9	3	3	0.9	nt	1547	0.8	nt	5	18	9
CCOC(=O)Cc1c(C)nc(SC)[nH]c1=O	1.1	27	-1	1.1	-0.6	1453	1	5	-6	-3	-1
Cc1ccc(CN2CCN(Cc3ccncc3)CC2CCO)o1 (stereo not given)	1	4	6	0.9	-0.32	1524	0.8	8	1	21	1
O=C(c1ccco1)N1CCN(Cc2cccc(F)c2)CC1	1	-3	2	0.9	0.25	1711	0.9	5	9	6	-19
CCOC(=O)CSc1nnc(-c2ccc(OC)cc2)n1CC	1	5	1	1	0.051	1540	0.8	14	0	17	1
CCc1cc2c(N3CCCCC3)ncnc2s1	1	8	2	1	-0.09	1663	0.8	2	4	16	3
Cc1ccc(S(=O)(=O)c2cnc(-c3ccccc3)nc2N2CCN(C)CC2)cc1	0.9	10	18	0.8	-0.51	1456	1	-5	0	3	4
CN1CCN(c2nc(-c3ccc(Cl)s3)cs2)CC1	1	1	15	1	nt	1718	0.9	4	15	12	7
C/C(=N\Nc1nc2ccccc2s1)c1cccs1	0.9	5	5	0.9	-0.89	1589	0.8	10	12	18	3
Cc1ccc(-c2nnc3c(C(F)(F)F)nc4ccccc4n23)cc1	1	2	5	1	nt	1311	0.9	nt	2	9	3

A section of the results above, as a working copy:
mol	PMI act hi M6P	G6PDH counter	PPARg SRC1 recr	PMI act	ROMK primary	SRC2 TRFRET art	Diaphorase act	S1P3 antag	PPARg SRC2 recr	Diaph inh CS	PPARg SRC3 recr
C/C(=N\Nc1nc2ccccc2s1)c1cccs1	0.9	5	5	0.9	-0.89	1589	0.8	10	12	18	3
Cc1ccc(-c2nnc3c(C(F)(F)F)nc4ccccc4n23)cc1	1	2	5	1	nt	1311	0.9	nt	2	9	3

(list continues)
mol	PMI act hi M6P	G6PDH counter	PPARg SRC1 recr	PMI act	ROMK primary	SRC2 TRFRET art	Diaphorase act	S1P3 antag	PPARg SRC2 recr	Diaph inh CS	PPARg SRC3 recr
COc1cc(F)ccc1S(=O)(=O)N1CCN(C23CC4CC(CC(C4)C2)C3)CC1	1.1	1	11	1	-2.8*	1558	1	nt	7	3	-3
CC(=O)CCC(=O)OCC(=O)Nc1ccc(SC(F)F)cc1	1	9	0	1.1	0.027	1555	0.9	43*	3	7	-3
CCOC(=O)CN(Cc1ccccc1)S(=O)(=O)c1ccc(NC(C)=O)cc1	0.9	11	3	0.9	-1.1	1396	0.8	nt	-1	17	-4
CCCSc1ncnc2c1oc1ccccc12	0.9	0	7	0.9	1.2	1525	0.9	0	2	13	4
O=C(NCCCN1CCCCCC1)c1ccc(N2CCCC2=O)cc1	1	0	2	1	nt	1546	1.3	nt	-6	-31	3
CC(=O)c1cccc(NC(=O)C2CCCN(S(=O)(=O)c3cccc4cccnc34)C2)c1 (stereo not given)	1	6	8	1	nt	1498	0.9	-24	6	12	3
O=C(N/N=C/c1cccc(Oc2ccccc2)c1)c1ccncc1	1	9	5	1	1.3	1337	1	2	-1	1	3
C/C(=C\C(=O)c1ncc(C(F)(F)F)cc1Cl)N(C)C	1	1	2	1	-0.71	1484	1	-5	-2	4	-3
CCn1c(=O)n(CC(=O)Nc2cc(OC)ccc2OC)c(=O)c2ccccc21	1	1	-6	1	nt	1436	0.8	11	7	16	-10
Clc1ccc(OCCOCCN2CCc3ccccc3C2)c(Cl)c1	0.9	-7	-9	0.9	nt	1520	0.8	3	-3	16	-5
CCN(CC)CCCN(Cc1cc2cc3c(cc2[nH]c1=O)OCO3)C(=S)Nc1ccccc1OC	0.9	12	1	0.9	-0.23	1579	0.8	12	-5	17	4
CCOc1ncccc1C(=O)OCC(=O)N(CC(C)C)C1CCS(=O)(=O)C1 (stereo not given)	0.9	-6	-8	1.1	0.42	1609	0.9	-4	-6	7	-4
Cc1cc(C)nc(N2CCC(C(=O)Nc3cccc(C(F)(F)F)c3)CC2)n1	0.9	3	2	0.8	nt	1654	0.9	17	10	12	9
CCOC(=O)c1c(NC=O)sc2c1CCC2	0.9	4	0	1	-1	1424	0.8	nt	4	16	3
Cc1nn(Cc2ccc(F)cc2)c2sc(C(=O)Nc3nccs3)cc12	1	-5	2	1.1	nt	1659	0.9	-4	14	6	2
COc1cccc(C(C(=O)NC2CCCC2)N(C(=O)c2ccco2)C2CC2)c1OC (stereo not given)	1	2	-4	1.1	-1.2	1571	0.9	6	-14	7	-7
CCn1cc(-c2cc(C(=O)O)c3ccccc3n2)c(C)n1	1.2	-2	3	1.2	0.73	1555	1	-16	8	2	-1
Cc1ccc(C(=O)c2cc([N+](=O)[O-])ccc2N2CCCCC2)c(C)c1	1.1	6	-2	0.9	2.7*	1468	1.2	20	3	-22	-1
CCN(CC)CCCN1C(=O)c2oc3ccccc3c(=O)c2C1c1cc(OC)ccc1OC (stereo not given)	1	14	-8	1	0.24	1590	0.9	-12	3	11	7
CCCC(=O)NC(=S)Nc1cccc(Cl)c1N1CCCCC1	0.9	-9	8	0.9	nt	1548	0.9	nt	-2	8	0
NC(=O)C1=C[C@@H](c2ccc(C(F)(F)F)cc2)C[C@@H](OCc2ccc(CO)cc2)O1	0.4	14	2	0.7	nt	1433	0.5	-4	-5	52*	-2
O=C(O)CSCCCC(=O)Nc1ccc(Br)cc1	1.1	11	-6	1.2	nt	1467	1	2	-5	0	5
CCc1cccc2c(C=C(C#N)C#N)cn(CC(=O)N3CCCC3)c12	1	6	8	1	nt	1543	1	nt	9	-1	-2
